High-throughput results: PubChem BioAssay, National Center for Advancing Translational Sciences (NCATS)
12-LOX inh: blocks human arachidonate 12S-lipoxygenase. P18054. purified 12hLO, xylenol orange hydroperoxide absorbance. Potency, µM (top dose mostly 108 µM), for inactives: at the top dose activity change, negative = inhibition, actives largely listed as inhibitors. actives 1.1% (n = 580,000). AID 1671190; also: potency is read from the fitted curve at half-maximal effect; % is scaled to controls: 0 for no effect and ±100 for the full control effect
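Hydroperoxide product was detected by ferrous iron/xylenol orange as the 573 to 405 nm absorbance ratio. Arachidonic acid at 40 uM (final) was turned over for 30 min at room temperature by 150 nM human 12hLO, pH 7.0 Hepes buffer, after 15 min compound preincubation.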
LDHA block: inhibitors of human lactate dehydrogenase A | P00338 | purified LDHA, NADH/diaphorase-resazurin fluorescence; stronger effect = lower value | activity change, % (values are at about 110 or 230 µM) | actives 0.15% (n = 480,000) | AID 1347041; in the data active = activity change below about -30%; inconclusive = mostly about -25% to -30%;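 also: plate controls were DMSO wells for no effect and wells without enzyme for full effect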
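Enzyme activity of human lactate dehydrogenase 5 (2 nM; 0.06 mM NADH, 0.2 mM pyruvate, 5 min, RT) is measured via a resazurin/diaphorase fluorescence readout of residual NADH.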
D2 antag: antagonists of human D2 dopamine receptor; P14416; HEK293 TREx D2 cells, calcium flux, dopamine EC80; inhibition, % at 10 µM; actives 2% (n = 340,000); AID 485344; in the data active = inhibition above about 30%; also: 0% is about no effect
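Dopamine at EC80 is the agonist stimulus; test compounds precede it by 180 s. Calcium flux read kinetically in a force-coupled, inducible HEK293 T-REx D2 cell line.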
Vif-A3G inh: Vif-A3G binding inhibition; HeLa A3G-eYFP + Vif (tagged APOBEC3G with the HIV-1 protein that degrades it), YFP fluorescence, overnight; Potency, µM (doses to about 46.1 µM), for the others: at the highest dose activity, negative = active, actives largely listed as inhibitors; actives 0.076% (n = 410,000); AID 602310;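 also: potency is read from the fitted curve at half-maximal effect; % is scaled to controls: 0 for no effect and ±100 for the full control effect; nearly all actives have a fitted effect of over 60% in size; hits raise eYFP signal because A3G escapes Vif-driven loss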
Target sequence (Q9HC16 whole entry, looked up): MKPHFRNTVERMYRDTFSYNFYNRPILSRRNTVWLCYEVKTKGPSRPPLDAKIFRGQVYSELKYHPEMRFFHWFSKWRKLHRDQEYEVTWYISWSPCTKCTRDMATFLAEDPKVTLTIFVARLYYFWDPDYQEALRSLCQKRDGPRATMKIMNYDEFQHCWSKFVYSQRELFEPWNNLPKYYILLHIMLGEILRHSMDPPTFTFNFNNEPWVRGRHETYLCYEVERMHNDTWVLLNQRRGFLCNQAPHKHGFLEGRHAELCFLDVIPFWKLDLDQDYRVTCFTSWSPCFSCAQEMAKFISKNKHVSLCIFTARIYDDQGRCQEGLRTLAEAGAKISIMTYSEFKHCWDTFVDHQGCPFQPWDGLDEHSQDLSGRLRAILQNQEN
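HeLa cells stably expressing Vif and C-terminally eYFP-tagged A3G, seeded overnight at 37 deg C, then exposed to compound by pintool overnight at 37 deg C. Rise in yellow fluorescence (Ex 488/Em 500-530, Acumen) marks blocked Vif-driven A3G degradation.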
Glioma ERSR ind: ER stress response induction in glioma. U87-MG GRP78 promoter luciferase reporter, 16 h. Potency, µM, inactives show at the top dose activation, most hits filed as activators. actives 0.02% (n = 420,000). AID 602332; also: potency is read from the fitted curve at half-maximal effect; series mostly up to about 76 µM; % of control where 0% means no effect; nearly all actives have a fitted effect of over 35% in size
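ERSR induction read as luciferase luminescence (Bright-Glo, 10 min at room temperature) in stably transfected human U87-MG glioma cells exposed to compounds for 16 h, using GRP78 as sensor.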
RGS4 inh: inhibitors of human regulator of G protein signaling 4. actives 0.039% (n = 390,000). P49798. Transcreener GDP fluorescence polarization, RGS4-accelerated GTP hydrolysis. AID 504845. Potency, µM (doses to about 114 µM), for the others: top-dose activity change, negative = inhibition, actives largely listed as inhibitors; also: potency is read from the fitted curve at half-maximal effect; % is scaled to controls: 0 for no effect and ±100 for the full control effect; nearly all actives have a fitted effect of over 75% in size; some results filed as inactive show a strong effect at the top dose
Target sequence (P49798 whole entry, looked up): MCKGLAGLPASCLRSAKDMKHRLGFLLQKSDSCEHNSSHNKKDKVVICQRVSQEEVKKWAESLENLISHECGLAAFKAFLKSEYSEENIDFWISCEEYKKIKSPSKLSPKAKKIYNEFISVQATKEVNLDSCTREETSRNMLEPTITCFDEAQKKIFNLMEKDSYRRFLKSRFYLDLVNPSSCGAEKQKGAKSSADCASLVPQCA
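MLSMR compounds (23 nl, pin-transferred) preincubated 10 min at room temperature with a 500nM (2x) first reagent, then RGS4 at 900nM (2x) plus Transcreener GDP mix added; fluorescence polarization (620/688 nm) read before and after 90 min at 30 °C.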
ERG-DNA inh: ERG Ets/DNA interaction inhibition. fluorescence polarization, His-ERG Ets domain / labelled DNA. actives 0.028% (n = 370,000). P11308. Potency, µM (top dose mostly 76.9 µM), without a hit: at the top dose FP activity, negative = inhibition, actives largely listed as inhibitors. AID 624246; active = well fitted inhibition curve with a large enough effect in the polarisation, with a control signal flat; inconclusive = small, poorly fitted or top-dose-only effect, or effect the other way, or a change in a side signal; inactive = no such curve, though single readings can be large or run the other way; the % refers to the polarisation;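 also: polarization taken with two DNA probes labelled with fluorescein and Texas red; potency is read from the fitted curve at half-maximal effect; % of control where 0% means no effect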
Target sequence (P11308 whole entry, looked up, the tested form may be a part): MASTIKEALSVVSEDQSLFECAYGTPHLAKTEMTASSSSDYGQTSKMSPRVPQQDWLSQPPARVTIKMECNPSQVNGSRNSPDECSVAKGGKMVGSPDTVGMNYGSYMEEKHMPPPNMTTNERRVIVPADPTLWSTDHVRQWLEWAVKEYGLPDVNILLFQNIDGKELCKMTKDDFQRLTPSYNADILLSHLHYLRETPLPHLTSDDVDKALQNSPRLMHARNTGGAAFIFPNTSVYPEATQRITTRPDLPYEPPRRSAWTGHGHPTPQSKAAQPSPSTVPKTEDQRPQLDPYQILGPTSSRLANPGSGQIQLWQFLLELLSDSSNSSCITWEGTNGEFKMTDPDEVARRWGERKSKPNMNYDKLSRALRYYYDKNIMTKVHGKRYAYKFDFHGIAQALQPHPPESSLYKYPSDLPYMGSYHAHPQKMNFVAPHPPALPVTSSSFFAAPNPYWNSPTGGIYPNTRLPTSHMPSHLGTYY
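His-tagged ERG Ets domain (1 uM in the protein solution; 300mM KCl, 50mM Tris-HCl, 1mM EDTA, 1mM DTT, pH 7.5) received compound, then a probe mix of 5 nM fluorescein-DNA and 100nM Texas-615-DNA. Fluorescence polarization was read for both dyes.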
Vif-APOBEC3F blk: inhibitors of Vif-A3F interaction | HeLa A3F-eYFP + Vif (tagged APOBEC3F with the HIV-1 protein that degrades it), YFP fluorescence increase | actives 0.2% (n = 390,000) | Potency, µM (doses to about 46.1 µM), inactives show at the highest dose activity, negative = active; also: potency is read from the fitted curve at half-maximal effect; % of control where 0% means no effect; nearly all actives have a fitted effect of over 65% in size
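HeLa cells stably expressing A3F-eYFP plus Vif, plated and incubated overnight at 37 deg C, then exposed to compounds overnight at 37 deg C. Blocked degradation read as raised yellow fluorescence (Ex 488/Em 500-530).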
D2 ag: D2 dopamine receptor (human) agonism; AID 485358; activation, % at 2 µM; HEK293 T-REx D2 cells, calcium flux agonist mode; actives 0.53% (n = 340,000); P14416;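 active = activation over 3 SD above normal in the single-dose calcium agonist read, cut at about 30% in these data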; also: 0% is about no effect
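Agonism is scored from calcium flux in a force-coupled, inducible HEK293 cell line expressing D2, read kinetically for 180 s after compound addition against dopamine controls.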
* hit, by the source's call; u = inconclusive; x = not tested or not shown; [ ] = dose if it differs, or a comment. Unless noted, calls follow the shape of the dose curve; as a rule, active = well fitted curve in the direction sought with a large enough effect; inconclusive = small, poorly fitted or top-dose-only effect, or another doubt; inactive = no such curve, though single readings can be large; an effect the other way counts as inactive or inconclusive. Some of the compounds tested (hit frequency here may not be typical).

SMILES	12-LOX inh	LDHA block	D2 antag	Vif-A3G inh	Glioma ERSR ind	RGS4 inh	ERG-DNA inh	Vif-APOBEC3F blk	D2 ag
CCOC(=O)C1CCN(C(=O)Cn2c(=O)cc(C)c3c(C)nn(C)c32)CC1	-8.9%	1.6	x	4.7%	-0.9%	-13.1%	0.9%	-0.2%	-0.1
CN(C(=O)CN1CCN(c2ccc([N+](=O)[O-])cn2)CC1)c1ccccc1	x	3.8	3.8	-2.0%	-3.0%	-17.9%	1.8%	-5.2%	2.4
O=C(N/N=C/c1cccs1)c1cccc2cc[nH]c12	19.4%	-3.0	-13.0	-2.2%	2.2%	-19.7%	1.8%	-2.0%	-1.6
COc1ccc(/C=N/NC(=O)c2cccc(Br)c2)cc1CN1CCOCC1	0.0%	-4.4	9.9	0.3%	-1.8%	-4.3%	-4.2%	-4.7%	-0.1
Cc1ccccc1N1C(=O)C(Cl)=C(N2CCN(c3ccccc3)CC2)C1=O	-21.2%	-4.8	-15.6	-3.6%	-6.4%	0.2%	4.3%	0.9%	5.5
Cc1csc(NC(=O)C2CCN(S(=O)(=O)c3ccccc3F)CC2)n1	-7.7%	-2.3	5.2	0.7%	-1.2%	-23.6%	11.5%	-14.2%	8.2
CCOC(=O)c1ccc(NC(=O)CN(c2ccc(C)cc2)S(=O)(=O)c2c(C)noc2C)cc1	-7.6%	3.8	x	1.0%	-2.9%	-6.8%	6.1%	-8.7%	0.8
O=C1N(c2cccc(Cl)c2)C(c2ccccc2)N2CCCN12 (centres undefined)	-18.0%	0.0	13.0	-5.8%	2.8%	-24.0%	-8.1%	5.5%	-1.4
CCOc1ccc(NC(=O)CC2C(=O)N(c3cccc(OC)c3)C(=O)N2CCOC)cc1 (centres undefined)	30.1%[activator]	-3.6	4.2	2.8%	-2.3%	9.9%[56.9 µM]	11.3%	0.4%	-0.2
O=C(CN(Cc1ccc(F)cc1)C(=O)C1CSC(=O)C1)NC1CCCCC1 (centres undefined)	3.4%	-7.3	5.7	-3.7%	-4.0%	5.4%	4.3%	1.3%	-0.3
CCOc1ccc(C(=O)CCC(=O)N2CCC(C(=O)OC)CC2)cc1	9.4%	-2.8	-3.9	-0.9%	-4.2%	9.7%	-5.8%	-13.2%	3.0
COc1cccc(/C=N/NC(=O)c2ccc(N3CCCC3=O)cc2)c1	-9.7%	-10.0	2.7	u	3.9%	-20.8%	-14.6%	-13.9%	-0.8
Cc1[nH]c2ccccc2c1C(=O)COC(=O)Cn1c(C)nc2ccccc21	-0.4%	-5.3	-13.0	1.5%	-4.7%	3.4%	-4.2%	12.6%	1.0
CCc1cc(SC#N)cc(C)c1NC(=O)CCl	-1.6%	-8.1	-8.8	u	-15.4%	-9.3%	-3.2%	1.8%	-0.8
CC(C)(C)C(=O)NC(=S)NNC(=O)C(c1ccccc1)c1ccccc1	x	-3.0	75.3*	2.6%	22.4µM*	-20.6%[11.4 µM]	18.1%	2.0%	99.0*
CCOC(=O)N1CCN(C(=O)c2ccc(OC)c(OC)c2)CC1	0.0%	-5.6	-12.6	1.6%	-5.2%	-19.9%	7.3%	-8.0%	-1.2
Cc1ccc(C2CC(c3ccco3)=NN2S(C)(=O)=O)cc1 (centres undefined)	u	-5.8	-7.5	0.0%	0.3%	7.4%	2.6%	u	-0.5
O=C(COC(=O)Cn1cc(C(F)(F)F)ccc1=O)Nc1ccccc1	u	0.9	1.1	-11.3%	-5.0%	11.8%	-7.4%	6.7%	-0.3
CNc1ccc(-c2cccc(C(=O)N3CCOCC3)c2)cn1	u	-7.8	x	-2.0%	1.2%	x	x	x	x
CCc1ccc([C@@H]2CC=C(C(=O)O)[C@H](c3ccc(C)cc3)N2S(=O)(=O)c2ccc(C)cc2)cc1	u	2.4	x	-4.3%	1.4%	4.4%	7.0%	-3.2%	x
COc1ccc(Nc2nc(C)nc3c2oc2ccccc23)c(OC)c1	u	2.5	-6.0	-12.2%	-1.4%	-11.8%	-0.2%	7.1%	0.0
CCN(CC)C(=O)c1ccc(S(=O)(=O)NCc2cccnc2)cc1	2.0%	-15.1	-8.3	2.4%	-4.1%	20.5%	x	-0.9%	0.3
COn1c(-c2ccc(C)cc2)nc2ncccc21	x	-3.8	9.6	-6.4%	-0.3%	-8.0%[56.9 µM]	3.9%	-2.6%	-2.1
COc1ccc2[nH]c3c(c2c1)CCN1C(=O)C(CC(=O)NCCCN(C)C)C[C@H](C(=O)N2CCCCC2)[C@@]31C (some centres undefined)	-4.0%	-2.3	x	0.4%	-0.7%	10.0%	-4.0%	6.2%	x
CCc1nc2ccc(C(=O)NCCCN3CCN(c4ccc(F)cc4)CC3)cc2nc1CC	-1.5%	1.0	29.8	3.0%	-5.1%	-8.3%	2.7%	12.1%	1.5

Records listed above marked active in D2 antag.
structure | 12-LOX inh | LDHA block | D2 antag | Glioma ERSR ind | RGS4 inh | ERG-DNA inh | Vif-APOBEC3F blk
CC(C)(C)C(=O)NC(=S)NNC(=O)C(c1ccccc1)c1ccccc1 | x | -3.0 | 75.3* | 22.4µM* | -20.6%[11.4 µM] | 18.1% | 2.0%

Next structures follow:
SMILES	12-LOX inh	LDHA block	D2 antag	Vif-A3G inh	Glioma ERSR ind	RGS4 inh	ERG-DNA inh	Vif-APOBEC3F blk	D2 ag
O=S(=O)(Nc1ccc(-c2ccc(NS(=O)(=O)c3ccccc3)cc2)cc1)c1ccccc1	u	-9.5	x	-2.7%	-2.2%	17.3%	10.1%	1.1%	x
CCOc1ccccc1-n1c(SCC(N)=O)nnc1-c1cccnc1	0.6%	-2.1	6.6	-1.6%	-0.7%	8.8%	-1.4%	0.5%	0.2
Cn1c(=O)c(C(=O)NCC2CCCO2)c(O)c2ccccc21 (centres undefined)	8.5%	6.7	-10.5	1.7%	0.5%	26.6%	-0.1%	-14.0%	-0.9
Cc1ccc2occ(/C=N/NC(=O)c3ccccc3Br)c(=O)c2c1	x	-0.6	23.0	-5.6%	-3.2%	-20.7%	9.2%	-9.1%	-0.6
CC(=O)c1ccc(-n2c(CCC(=O)O)ccc2-c2ccc(Cl)cc2)cc1	-15.6%	-8.5	16.5	0.5%	-2.0%	-42.2%	-6.5%	-22.8%	0.2
Cc1c(Cl)cccc1N=C(N)N=C(N)N	5.7%	-11.1	13.9	-1.6%	-2.3%	35.3%	-1.9%	-4.6%	-1.0
COc1ccccc1-c1cc2nc(NCc3cccc(Cl)c3)ccn2n1	u	-3.9	x	-1.3%	-0.8%	x	x	x	x
CC/C(=N\NC(=O)CCC(=O)NCc1ccccc1)c1ccc(O)cc1	7.1%	0.7	-15.2	-3.1%	1.2%	-37.7%	2.4%	3.7%	0.1
Oc1ccc2ccccc2c1CN1CCN(C/C=C/c2ccccc2)CC1	u	4.4	-0.2	1.5%	11.9%	5.1%	-8.0%	0.6%	0.3
O=C(NC(c1ccc(Cl)cc1)c1cnccn1)C1CCN(Cc2cccc(C(F)(F)F)c2)CC1 (centres undefined)	u	-2.2	x	-2.7%	-4.8%	x	x	x	x
COc1cccc(/C=N/NC(=O)c2cccc([N+](=O)[O-])c2)c1OS(=O)(=O)c1ccc(C)cc1	0.0%	-6.8	-7.9	-15.8%	-6.1%	11.4%	5.9%	0.4%	-1.3
Clc1ccc(-c2nc3ncccn3c2Cl)cc1	x	-4.9	-2.6	-5.6%	-1.2%	-20.3%	12.2%	15.2%	0.7
CCNC(=O)NC(C(=O)OC)C12CC3CC(CC(C3)C1)C2 (centres undefined)	22.7%	-3.0	-8.5	-4.1%	-3.3%	-14.0%	2.7%	8.1%	-0.3
CN(C)CCNc1ncnc2c1sc1nc(N3CCOCC3)c3c(c12)CC(C)(C)SC3	-26.6%	4.4	-5.6	-13.8%	-5.0%	3.9%	-7.4%	-6.7%	0.1
CCOC(=O)Cn1c(S(=O)(=O)Cc2ccccc2)nc2ccccc21	u	-14.0	-8.6	3.1%	-3.4%	25.0%	0.1%	-12.3%	-1.1
COc1cc(C(=O)NCc2cn3cccc(C)c3n2)cc(OC)c1OC	23.4%	-5.7	-3.1	3.7%	-3.0%	12.4%	-0.5%	-1.6%	0.4
Cc1cccc(CNC(=O)CN2C(=O)CSc3c2c(C)nn3-c2ccccc2)c1	-27.9%	-11.6	x	2.8%	-2.6%	-1.3%	-6.0%	3.6%	0.8
Cc1ccc(SCCSc2ncccn2)cc1	-0.3%	1.7	-4.4	-7.2%	-6.1%	-9.8%	7.5%	-2.2%	0.6
Cc1ccc(-c2nc(N3CCCC(C)C3)c3ccccc3n2)cc1 (centres undefined)	-4.1%	2.3	x	-0.2%	-3.9%	-16.9%	0.1%	2.3%	x
S=c1[nH]nc(C2CCCCC2)n1/N=C/c1cccs1	-24.4%	-1.6	22.1	-1.9%	-4.7%	u	-9.3%	-0.2%	1.3
CCOC(=O)c1c(NC(=O)CSc2nnc(-c3c[nH]c4ccccc34)n2C)sc2c1CCCC2	10.8%	-2.2	16.0	0.3%	-3.9%	1.7%	-6.7%	1.8%	1.3
CC(C)OCCCNC(=O)Cn1ncc2c(=O)oc3ccccc3c21	76.2%[activator]	-0.1	-2.2	0.0%	-1.6%	u	8.6%	4.6%	0.2
O=C(COc1ccc(-c2ccccc2)cc1)NNC(=O)Nc1ccccc1	-2.6%	-10.8	-15.9	-3.1%	1.2%	0.0%	-3.5%	8.1%	0.1
